Compound activity as filed in PubChem BioAssay.
a7 integrin act – qHTS for Activators of Integrin-Mediated Alleviation for Muscular Dystrophy. AID 624291, 2012. alpha7betagal myoblasts, beta-gal FDG fluorescence, 48 h. actives 0.064% (n = 350,000). Potency, µM (titrated, usually from 38.3 µM), inactives show top-dose activation, most hits filed as activators;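 note: potency is the fitted concentration of half-maximal effect; 100% = response of the positive control SU9516; nearly all actives have a fitted effect of over 60% in size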
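alpha7betagal+/- myoblasts (passage 13, 250/well) treated 48 h at 37C with compounds at 1:260 dilution of DMSO stock. Lysed, then beta-galactosidase activity read as FDG fluorescence (ex 480/em 540) after 30 min, with pre-read for autofluorescence.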
GALK inhibitor – qHTS Assay for Inhibitors of Human Galactokinase (GALK); P51570; Purified GALK, Kinase-Glo residual ATP luminescence; Potency, µM (highest dose often 57.5 µM), without a hit: top-dose activity change, negative = inhibition, usual class: inhibitors; actives 0.007% (n = 270,000); AID 1868, 2009; note: potency is the fitted concentration of half-maximal effect; % is set by controls: 0 for no effect and ±100 for the full control effect
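Luminescence from leftover ATP (Ultra-Glo luciferase/luciferin) served as read-out after a 1 h room-temperature reaction of 5 nM GALK with 35 uM ATP and 100 uM galactose.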
AT treatment – qHTS Assay for Identifying a Potential Treatment of Ataxia-Telangiectasia; Potency, µM (highest dose often 57.5 µM), without a hit: at the top dose activation, usual class: activators; actives 0.19% (n = 320,000); […] A-T fibroblasts, KAP-1 phosphorylation AlphaLISA; neocarzinostatin DNA damage 30 min before lysis; note: potency is the fitted concentration of half-maximal effect; % of control where 0% means no effect; nearly all actives have a fitted effect of over 45% in size
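ATM-like activity read as KAP-1 phosphorylation via AlphaLISA donor/acceptor antibody pairs after lysis and 6 hr at 25C. Cells were ATM-null patient fibroblasts ([…], hTERT), dosed 60 min, then exposed to the DSB inducer NCS for 30 min.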
ASM inhibitor – Inhibitors of Secretory Acid Sphingomyelinase (S-ASM): qHTS; actives 0.006% (n = 340,000); AID 504937, 2011; Potency, µM (top dose mostly 57.5 µM), for the others: at the top dose activity change, negative = inhibition, most hits filed as inhibitors; placental ASM, HMU-PC fluorogenic substrate, 60 min; note: potency is the fitted concentration of half-maximal effect
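Fluorescence read-out (Ex 386 nm, Em 447 nm) after stopping the reaction at pH 10. Enzyme: ASM from human placenta; substrate HMU-PC0, 9 uM final; 60 min, 37 °C. Compound preincubation 10 min, ambient temperature.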
KCNH2 3.1 block – qHTS for Inhibitors of KCHN2 3.1: Mutant qHTS | AID 720553, 2013 | activity change, % (tested at about 1.8 µM) | Potassium voltage-gated channel subfamily H member 2, brain isoform KCNH2 3.1 (human) | U2OS KCNH2 3.1, thallium flux FluxOr; active compounds read low | actives 0.95% (n = 340,000);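 active = maximum activity change below -70%; inconclusive = maximum activity change from -70% to -50%; inactive = maximum activity change above -50%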;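 note: thallium influx rate constant from kinetic fluorescence after stimulation buffer; % is set by controls: 0 for no effect and ±100 for the full control effect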
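We transduce U2OS cells with the mutant 3.1 virus, culture them overnight, load FluxOr with Red40 quencher for 45 min, then add stimulation buffer and read kinetically for 2 min to derive a normalized rate constant.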
MBNL1-CUG inh – qHTS Assay for Inhibitors of MBNL1-poly(CUG) RNA binding. Muscleblind-like protein 1 (Homo sapiens), Q9NR56. TR-FRET MBNL1-His/biotin-(CUG)12 binding, 665/545 ratio. Potency, µM (series often up to 57.5 µM), for inactives: at the top dose activity change, negative = inhibition, usual class: inhibitors. actives 0.036% (n = 280,000). AID 2675, 2010; active = well fitted inhibition curve with a large enough effect in the signal ratio, with a control signal flat, not every such curve was filed as active; inconclusive = small, poorly fitted or top-dose-only effect, or effect the other way, or a change in a side signal; inactive = no such curve, though single readings can be large or run the other way; the % refers to the signal ratio; note: potency is the fitted concentration of half-maximal effect; % is set by controls: 0 for no effect and ±100 for the full control effect
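MBNL1-His + Biotin-(CUG)12, cpd titration 92 nM–58 uM; Tb anti-His Ab 0.055 ng/ul, SA-XL665 5 nM (final); 60 min RT; ratiometric 665/545 nm, Ex 340 nm; normalized to buffer and full-complex controls.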
Coupling enz – qHTS Assay for Inhibitors of Fructose-1,6-bisphosphate Aldolase from Giardia Lamblia: Coupling assay counterscreen | activity change, negative = inhibition, % at 58.2 µM, hits read low | actives 0.67% (n = 290,000) | coupling enzyme system counterscreen, AmpLite Red fluorescence | AID 2472, 2010; in the data active = activity change below about -30%; note: % is set by controls: 0 for no effect and ±100 for the full control effect
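First, compound is pin-transferred into glyceraldehyde-3-phosphate coupling-enzyme reagent at 57.5 uM final and held 10 min at RT. Next, substrate, coupling system and AmpLite Red are added. After 20 min RT, fluorescence (525/598 nm) is read.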
MLL CXXC-DNA inh – qHTS Fluorescence Polarization Assay for Inhibitors of MLL CXXC domain - DNA interaction. Histone-lysine N-methyltransferase 2A (Homo sapiens), Q03164. MLL-CXXC / FITC-HOXA9 DNA fluorescence polarization. Potency, µM (doses to about 115 µM), for the others: at the highest dose activity change, negative = inhibition, usual class: inhibitors. actives 0.037% (n = 290,000); active = well fitted inhibition curve with a large enough effect in the polarisation, with a control signal flat, not every such curve was filed as active; inconclusive = small, poorly fitted or top-dose-only effect, or effect the other way, or a change in a side signal; inactive = no such curve, though single readings can be large or run the other way; the % refers to the polarisation; note: potency is the fitted concentration of half-maximal effect
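Purified MLL-CXXC (added from a 7 uM solution) was preincubated 5 min at ambient with pinned compounds in 50 mM Tris-HCl pH 7.5, 50 mM NaCl, 1 mM DTT, 0.05% BSA. Fluorescein-labeled HOX-A9 DNA (50 nM solution) followed, 30 min, then polarization read.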
TRPV1 ag – HTS Assay for Compounds that Act as Agonists of the Vanilloid Receptor 1. Transient receptor potential cation channel subfamily V member 1 (Homo sapiens), Q8NER1. TRPV1-expressing cells, Fluo-8 calcium influx, agonist mode. activation, % at 8.33 µM. actives 0.19% (n = 320,000). AID 540275, 2011; in the data active = activation above about 80%; inconclusive = between about 30% and that limit; note: 0% is about no effect
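Cells expressing TRPV1 were dye-loaded with Fluo-8 and read kinetically: 10 s baseline, 3 min after compound (agonist portion), then 2 min after EC20 capsaicin (allosteric enhancer portion). Calcium-bound dye fluorescence at 480/520 nm.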
hERG WT inh – qHTS for Inhibitors of KCHN2 3.1: Wildtype qHTS. U2OS, BacMam KCNH2, thallium flux FluxOr; active compounds read low. activity change, % at 1.84 µM. actives 0.37% (n = 340,000);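 active = maximum activity change below -70%; inconclusive = maximum activity change between -70% and -50%; inactive = maximum activity change above -50%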; note: % is set by controls: 0 for no effect and ±100 for the full control effect
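U2OS cells were transduced with wild-type KCNH2 virus (2.03 x 10^8 / mL) for 4 h at room temperature, then cultured overnight at 37 C. Thallium flux was read with FluxOr dye. Rate constants were normalized to DMSO controls.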
Starred values were filed as active, the others as inactive; u = inconclusive; x = not tested or not shown; [ ] = remark or other dose. Unless noted, calls come from the whole dose curve; as a rule, active = well fitted curve in the direction sought with a large enough effect; inconclusive = small, poorly fitted or top-dose-only effect, or another doubt; inactive = no such curve, though single readings can be large; an effect the other way counts as inactive or inconclusive.

structure | GALK inhibitor | MLL CXXC-DNA inh | a7 integrin act | hERG WT inh | KCNH2 3.1 block | Coupling enz | TRPV1 ag | MBNL1-CUG inh | ASM inhibitor | AT treatment
COCCNC(=O)C(c1ccc(C)cc1)N(CCOC)C(=O)CCC(=O)Nc1ccccn1 (configuration not stated) | 0.8% | -0.6% | u | -2.0 | 10.6 | 2.2 | -6.9 | -6.4% | -1.0% | 11.3%
Clc1cccc(-c2ccc(C=Nc3ccc(N4CCOCC4)cc3)o2)c1Cl | -0.1% | -0.5% | -36.2% | x | -9.0 | -15.6 | -2.0 | u | 1.9% | -5.0%
COc1ccc(CCNC(=O)c2ccc(CN3CCC(Cc4ccccc4)CC3)cc2)cc1 | 1.0% | 12.2% | 0.0% | -24.0 | -14.1 | 1.7 | -2.6 | -5.9% | 3.0% | 7.6%
COc1ccc(-c2csc(NS(=O)(=O)c3ccc([N+](=O)[O-])cc3)n2)cc1 | -0.1% | 6.9% | -20.2% | -3.3 | -0.7 | 8.1 | -0.9 | u | -6.4% | 4.1%
CCOC(=O)c1ccc([N+](=O)[O-])cc1NC(C)=O | 1.1% | -0.1% | 14.4% | -2.8 | -4.3 | 1.5 | 0.7 | u | -1.6% | 2.0%
O=C(O)c1cccc(Cn2cccn2)c1 | 3.3% | -10.7% | 14.2% | 7.0 | -0.1 | 0.1 | 0.5 | -4.1% | 3.7% | 5.7%
COc1ccc(N2CCN(CCCNC(=O)CCCn3c(=O)[nH]c4ccsc4c3=O)CC2)cc1 | 1.9% | -0.9% | -14.2% | 2.7 | -1.0 | -1.7 | 2.2 | 3.5% | 4.7% | -9.8%
CC(C)(C)c1cc(C(=O)N/N=C/c2ccco2)n[nH]1 | 1.6% | 0.9% | -0.5% | -12.5 | 23.2 | 1.1 | 5.6 | 17.4% | 6.0% | -3.6%
Cc1onc(-c2ccccc2Cl)c1C(=O)N1CCCCCC1 | 12.9% | 17.1% | 0.0% | -11.3 | -4.3 | 2.5 | 1.3 | -4.8% | 2.0% | -1.9%
Cc1[nH]n(-c2ccc(Cl)cc2)c(=O)c1/C=N/n1c(C)nc2ccccc2c1=O | -2.1% | -4.6% | 11.1% | -5.5 | -4.0 | 14.0 | -0.3 | 2.5% | -0.4% | 0.1%
NC(=O)COC(=O)C(Cc1ccccc1)NS(=O)(=O)c1ccccc1F (configuration not stated) | 2.3% | 6.5% | 3.5% | -0.8 | -4.4 | 0.5 | -0.2 | -11.7% | 7.8% | 3.9%
CC1=C([N+](=O)[O-])C(c2ccc3c(c2)OCO3)N(C)C(=O)N1C (configuration not stated) | -2.8% | 9.3% | -61.7%[inhibitor] | 20.7 | 9.1 | 1.9 | -2.0 | u | 1.8% | 2.2%
COc1c(C)cc(S(=O)(=O)NC2CC(C)(C)NC(C)(C)C2)c(C)c1C | 0.5% | 8.9% | -29.0% | 15.6 | 1.2 | 8.3 | 3.5 | u | -1.9% | x
COc1ccc(N2CCN(C3CCCN(C(=O)c4cccc(C)n4)C3)CC2)cc1 (configuration not stated) | -4.0% | 5.3% | 12.6% | -10.8 | 19.5 | -1.2 | -1.7 | -4.0% | -0.1% | -0.1%
CCOC(=O)C1CCCCN1Cc1ccc(-c2ccccc2)cc1 (configuration not stated) | 0.3% | u | 17.5% | -4.4 | -6.8 | -1.4 | 0.0 | 0.8% | 1.8% | 16.7%
COc1cc(C(=O)Nc2ccc(C(=O)NCC3CCCO3)cc2)cc(OC)c1OC (configuration not stated) | -2.5% | 5.3% | u | -5.4 | 2.5 | 3.2 | 3.0 | -2.3% | 1.6% | 4.0%
O=C(COc1ccc(S(=O)(=O)Nc2ccccc2)cc1)NCc1ccccn1 | -1.8% | 2.4% | -7.3% | -6.6 | x | x | 4.2 | 5.1% | 6.3% | 10.0%
CC(=O)OC1CCC2C3CCC4=C(CC(F)C(=O)C4)C3CCC12C (configuration not stated) | x | x | -20.7% | 1.7 | -11.2 | x | x | x | -10.9% | x
Cc1sc(NC(=O)c2cc(-c3ccccc3)nc3ccccc23)c(C(N)=O)c1C | 0.7% | 13.5% | 2.6% | -10.8 | 28.7 | -0.4 | 4.1 | -1.0% | -16.2% | -8.3%
CCN(CC(=O)Nc1ccccc1C(F)(F)F)C(=O)c1ccc2c(=O)n3c(nc2c1)CCC3 | x | x | 9.6% | -1.0 | -8.9 | x | -4.4 | x | 8.9% | -0.8%
C=CCC1(C(=O)NCCO)CCN(C(=O)OC(C)(C)C)CC1 | x | -8.4% | -7.6% | -5.7 | -8.2 | 2.4 | -4.3 | 0.2% | -2.0% | 0.8%
O=C(O)c1ccc(S(=O)(=O)NCc2ccc3c(c2)OCO3)cc1 | 6.9% | -9.0% | 41.8% | -4.8 | -13.3 | 5.8 | -0.1 | -1.6% | 5.2% | -5.4%
CCOC(=O)c1c(NC(=O)c2cc(C)oc2C)sc(C(=O)Nc2ccc(Cl)cc2)c1C | 5.9% | 23.0% | 20.1% | 4.0 | 16.0 | 3.8 | -4.1 | 8.7% | -0.5% | 0.8%
COc1cc(OC)cc(C(=O)N/N=C/c2ccc(OC)c(COc3ccc4ccccc4c3)c2)c1 | x | 30.6%[activator] | 38.4% | -0.3 | -8.7 | -5.7 | 1.5 | -6.5% | -6.7% | -1.8%
CCCC[C@]12Cc3c(ccc4ccccc34)C(O1)C1=C(O2)C(=O)c2ccccc2C1=O | x | -7.3%[23 µM] | x | x | x | -7.1 | u | 8.5%[11.5 µM] | x | -10.4%[11.5 µM]
COc1ccc(CC(=O)NCC(C)(C)N2CCOCC2)cc1 | -2.7% | 12.9% | -9.9% | -32.4 | -24.3 | 1.2 | 1.3 | -2.7% | -1.3% | 5.2%
c1coc(-c2nnc(SCc3cn4ccccc4n3)o2)c1 | 2.4% | -4.1% | -8.5% | -7.4 | 2.7 | 0.6 | -0.7 | 11.7% | 1.1% | 3.7%
CSc1ncccc1C(=O)NCc1ccccc1Cl | 0.8% | 11.3% | -0.5% | -4.6 | -3.9 | -0.2 | 3.0 | -3.6% | -1.1% | 5.7%
O=C(NCCOc1ccccc1F)C1CC(=O)N(Cc2ccccc2)C1 (configuration not stated) | x | x | -24.7% | -2.2 | 5.0 | x | x | x | 1.2% | 8.6%
COc1ccc(OS(=O)(=O)Cc2ccccc2)cc1 | x | -0.3% | 9.4% | -3.4 | -16.9 | 0.9 | 19.0 | -8.0% | -1.3% | 2.9%
COc1ccc(C(=O)OCC(=O)c2ccc[nH]2)cc1 | x | x | 12.7% | -3.9 | -11.0 | x | 4.0 | x | 0.2% | -2.2%
CC(Oc1cccc(NC(=O)c2cccs2)c1)C(=O)c1ccccc1 (configuration not stated) | -1.5% | -1.3% | -0.6% | -0.2 | -7.1 | 2.9 | u | 1.2% | -1.4% | 1.7%
O=C(CC1C[C@H](C(=O)N2CCCCC2)[C@@]2(CCc3ccccc3)c3[nH]c4ccccc4c3CCN2C1=O)NCc1cccc(C(F)(F)F)c1 (some centres not stated) | x | x | -9.5% | 1.0 | x | x | x | x | 0.4% | 2.1%
O=S(=O)(c1ccc(Br)cc1)N1CCN(c2ccc3nnc(-c4ccccc4)n3n2)CC1 | 0.1% | 23.6% | -8.4% | -14.2 | -90.9* | 0.0 | 1.3 | u | -16.3% | 1.6%
N#Cc1nc(Cc2ccccc2)oc1NCCCn1ccnc1 | 4.5% | 0.2% | -1.6% | 16.0 | -9.6 | 6.2 | -1.7 | 20.9% | 5.1% | -7.5%
Cc1ccc(C(=O)OCC(=O)NC(C)C2CC3CCC2C3)cc1N (configuration not stated) | x | x | 23.2% | 0.4 | 11.2 | x | x | x | -1.9% | -2.0%
COc1cc(C(C[N+](=O)[O-])c2c(C)[nH]c3ccccc23)ccc1O (configuration not stated) | 0.3% | -0.4% | -27.5% | 9.0 | 6.9 | -8.1 | -1.7 | 12.2% | 2.4% | 5.9%
CCOC(=O)N1CCC(NC(=O)CS(=O)(=O)Cc2nc(-c3cccc(OC)c3)oc2C)CC1 | 0.4% | -1.8% | -54.0%[inhibitor] | -12.3 | -2.2 | x | -0.3 | -15.2% | 1.7% | 0.5%
CCN(CC)C(=O)CSc1nnc(CCNC(=O)OC(C)(C)C)o1 | -0.4% | 8.0% | 18.1% | 5.0 | 6.5 | 5.5 | -7.2 | -15.5% | 3.5% | x
